# H9c2 TAG inh = inhibitors of triacylglycerol accumulation, primary screen, cell-based, uHTS, fluorescence, H9c2; inhibition, % at 12.5 µM; 0.66% of 230,000 active; H9c2 cells, Nile Red lipid (TAG) fluorescence; cells loaded with 200 µM oleic acid;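 active means pattern-corrected inhibition of lipid staining of at least 50% with the nuclear-stain viability signal not falling by more than 50%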;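 further: 0% = DMSO wells and 100% = triacsin C control wells; some results filed as inactive read as strong as hits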
# H9c2 TAG inh DAPI viability = also measured in H9c2 TAG inh; calls as there; DAPI nuclei signal change (viability), lower = more cytotoxic, %;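 whole-well DAPI fluorescence read on a plate reader as a viability signal; minus 50 percent equals half of cells still viable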
# Active calls of the source: *; & = joins results of further samples. Some of the compounds tested, so the mix of outcomes need not match the whole.
compound | H9c2 TAG inh | H9c2 TAG inh DAPI viability
COc1ccc(NS(=O)(=O)c2cccc(NC(=O)c3ccc(Cl)nc3)c2)cc1 | -16.2 | -16.3
COc1ccc(S(=O)(=O)N2CCOCC2)cc1NC(=O)[C@@H]1CCCN1C(=O)c1cccs1 | -8.6 | -3.3
CCOc1ccc(CCNC(=O)COC(=O)Cc2c[nH]c3ccccc23)cc1OCC | 29.4 | -7.8
CCN(CC)S(=O)(=O)c1ccc(N2CC(C(=O)NCCC3=CCCCC3)CC2=O)cc1 (stereo not given) | -1.1 | -1.7
COC(=O)[C@]1(C)N[C@H](CN(C)C(=O)Nc2ccccc2)[C@@H]2C(=O)N(C)C(=O)[C@@H]21 | -9.2 | 6.2
COc1ccc2c(c1OC)C(=O)N(c1ccc(C)cc1)C2 | 9.8 | -7.2
COc1cc(NC(=O)c2cnc(N)o2)cc(C(=O)Nc2cccc(C(F)(F)F)c2)c1 | 15.6&1.2 | -6.1&0.9
CCC(C)C(NC(=O)OCc1ccccc1)C(=O)OCN1C(=O)c2ccccc2C1=O (stereo not given) | -5.8 | -5.9
CCC[C@@H](NS(=O)(=O)c1ccc(C)cc1)C(=O)Oc1ccc2c3c(c(=O)oc2c1)CCC3 | 1.4 | 38.4
O=C(COc1cccc(C(F)(F)F)c1)NCC(c1cccs1)N1CCOCC1 (stereo not given) | -23.4 | -0.4
O=C1CC2(CCCC2)Oc2ccc(Cl)cc21 | 12.3 | -7.5
COc1ccccc1N1CCN(C(=O)c2cccc(S(=O)(=O)N3c4ccccc4CC3C)c2)CC1 (stereo not given) | -7.0 | 2.0
Cc1sc2ncnc(NCCCN3CCCC3=O)c2c1C | -0.2 | 4.3
O=C(/C=C/c1ccc(F)cc1)c1cc(Br)ccc1O | -13.8 | 6.6
O=C(c1ccco1)N1C(=O)c2cccc3c(S(=O)(=O)N4CCCC4)ccc1c23 | -2.3 | 10.8
CN(C)CCCOC(=O)c1ccc(Cl)cc1Cl | 8.9 | 2.8
Cn1c(=O)c2c(nc(Br)n2Cc2ccccc2Cl)n(C)c1=O | -26.6 | -4.8
CCOC(=O)c1nnn(-c2nonc2N)c1CSc1ccc(C)cc1 | 1.3 | 3.2
CCN(CC)C(=O)C1CCCN(C(=S)Nc2cccc3ccccc23)C1 (stereo not given) | 7.5 | -6.0
Nc1cc(=O)[nH]c(SCC(=O)N2CCCCC2)n1 | 1.6 | -2.9
COc1ccc(CN2C(=O)C(CC(=O)NC(c3ccccc3)c3ccccc3)CC(C(=O)N(C)C)=C2C)cc1 (stereo not given) | -3.7 | -3.6
CC(=O)NC1(C(F)(F)F)C(=O)Nc2c1c(=O)[nH]c(=O)n2CC(C)C (stereo not given) | 7.3 | -1.7
Cc1c(C(=O)NC(C)CCc2ccccc2)cccc1[N+](=O)[O-] (stereo not given) | -7.2 | -3.3
COc1cc(NC(=O)c2cc(Cl)nnc2Cl)cc(OC)c1OC | 9.9 | 0.6
COc1ccc(CNC(=O)c2cc3c(C)nc4ccccc4c3o2)c(OC)c1 | -27.4 | 1.5
Cc1ccc(-n2cc(CNCCCn3ccnc3C)c(-c3ccc(F)cc3)n2)cc1 | 27.7 | 21.5
Cc1cccc(C(=O)Nc2ccc3ccccc3c2)c1 | 11.1 | -5.7
CCN1C(=O)/C(=C\N2CCN(c3ccccc3)CC2)SC1=S | -21.5 | -0.7
CC(=O)c1cccc(NC(=O)CO/N=C2/CCCc3nonc32)c1 | 1.2 | -5.1
N#Cc1c(Cl)cccc1Oc1ccc(S(=O)(=O)Nc2ccccc2)cc1 | -19.5 | 1.9
O=C1CC(c2ccco2)CC(O)=C1C=NCCO (stereo not given) | -9.1 | 16.9
Cc1nc(N2CCN(C(=O)c3ccco3)CC2)c2c3c(sc2n1)CC(C)CC3 (stereo not given) | 16.4 | 13.0
Cc1ccc(NC(=S)N/N=C2/CCCCc3ccccc32)cc1 | 18.8 | -3.6
COc1ccc(C2c3c(-c4ccccc4O)n[nH]c3C(=O)N2Cc2ccco2)cc1OC (stereo not given) | -2.7 | 2.9
CCN(CC(=O)Nc1c(F)cccc1F)C(=O)c1ccc(N2CCCC2=O)cc1 | 9.2 | -0.5
COc1c(O)cccc1/C=N/NC(=O)Cn1ccnc1C | 27.7 | -12.5
S=C(NCCc1ccccc1)Nc1ccccc1 | 2.4 | 4.5
O=C(NC(=S)Nc1ccc(N2CCCCC2)cc1)c1ccc2c(c1)OCCO2 | -6.5 | 8.9
Cc1ccccc1C(=O)NNC(=O)c1cc(N)cc([N+](=O)[O-])c1 | -8.7 | 3.5
CCC(=O)Nc1ccc(CCC(=O)N2CCCC2)cc1 | -6.2 | -5.2

# Sorted by SMILES length (highest first): some entries from above
compound | H9c2 TAG inh | H9c2 TAG inh DAPI viability
CCC[C@@H](NS(=O)(=O)c1ccc(C)cc1)C(=O)Oc1ccc2c3c(c(=O)oc2c1)CCC3 | 1.4 | 38.4
CCN(CC(=O)Nc1c(F)cccc1F)C(=O)c1ccc(N2CCCC2=O)cc1 | 9.2 | -0.5
Cc1c(C(=O)NC(C)CCc2ccccc2)cccc1[N+](=O)[O-] (stereo not given) | -7.2 | -3.3
O=C1CC2(CCCC2)Oc2ccc(Cl)cc21 | 12.3 | -7.5

# Later entries
compound | H9c2 TAG inh | H9c2 TAG inh DAPI viability
CC(=O)Nc1ccc(NC(=O)C(C)OC(=O)CC2CCCCC2)cc1 (stereo not given) | -1.0 | 6.9
CC(=O)Oc1ccccc1-c1nc(/C=C/c2ccccc2)no1 | -7.7 | 5.9
Cc1ccccc1C(=O)Nc1ccc(CN2CCOCC2)cc1 | -10.5 | 9.6
COc1ccc(NC(=O)CC2SC3=NCCN3C2=O)cc1 (stereo not given) | 19.8 | -13.2
Cc1nn(C2CC(O)C(O)C(CO)O2)c(=O)[nH]c1=O (stereo not given) | -2.8 | -0.2
COc1ccccc1NC(=O)Cn1c(=O)oc2cc(S(=O)(=O)N3CCCC3)ccc21 | -9.4 | 7.8
COc1ccc(C2=NS(=O)(=O)N(C)C(C(=O)N3CCOCC3)=C2)cc1 | 15.5 | -6.1
CCNc1nc(Oc2ccc(C(=O)OCC)cc2)nc(SC)n1 | -5.3 | -0.5
CCOC(=O)Cc1csc(NC(=O)CN2C(=O)c3ccccc3C2=O)n1 | 8.8 | -1.0
CCCCCSc1nc(C)c(CC(=O)O)c(=O)[nH]1 | -17.0 | 4.1
Cc1cccc(OCc2nnc(SCC(=O)O)n2Cc2ccccc2)c1 | 2.3 | 3.8
FC(F)(F)c1ccc(-c2nc(=S)[nH][nH]2)cc1 | -12.5 | 7.8
COc1ccc(CCn2c(=O)[nH]c3cc(C(=O)N4CCN(c5ccccn5)CC4)ccc3c2=O)cc1OC | -3.7 | -1.5
Cn1c(=O)c2c(nc(Cl)n2CCOc2ccccc2)n(C)c1=O | -1.7 | 10.0
CCNC(=O)C1(C)CCCN(C(=O)/C=C/c2ccccc2)C1 (stereo not given) | -6.3 | 6.8
Fc1ccc(/C=N/c2c(-c3ccc(F)cc3)nc3n2CCS3)cc1 | 15.6 | -9.8
Cn1c(CCC(=O)Nc2ccc(N3CCOCC3)cc2)nc(=O)c2ccccc21 | -6.6 | 17.2
O=C(COC(=O)CNC(=O)c1cccs1)Nc1ccccc1C(F)(F)F | -5.6 | 4.4
Cc1cc(C)n(CC2CC(=O)N(c3ccc(F)c(Cl)c3)C2=O)n1 (stereo not given) | 2.6 | -0.3
CNCc1sccc1C | 2.3 | -4.8
CCOc1ccc2cc(/C=C/C(=O)c3ccco3)c(Cl)nc2c1 | -15.5 | -8.5
O=C(COc1ccc2ccccc2c1)NC1CC1 | -22.3 | 12.7
C[C@@H]1CN([C@H](C)CO)C(=O)c2cc(NC(=O)C3CCCCC3)ccc2O[C@@H]1CN(C)Cc1ccc(C(F)(F)F)cc1 | 9.9 | -1.5
CCOC(=O)N1CCN(CC(=O)N2c3ccccc3CCc3ccccc32)CC1 | -18.9 | 14.0
O=C(N/C(=C/c1cccc(Br)c1)C(=O)N1CCOCC1)c1ccco1 | -3.0 | 7.4
O=c1[nH]cc(Cc2ccccc2)c(=O)[nH]1 | 14.5 | -1.7
COc1ccc(C(=O)CSc2nnc3ccccn23)cc1OC | 6.9 | -8.5
CCc1nnc(NC(=O)CCC(=O)N2CCN(c3ccccn3)CC2)s1 | -20.3 | 0.3
Cc1ccc(S(=O)(=O)N2CCN(C(=O)CC(C)(C)C)CC2)cc1 | -10.8 | -2.5
CCc1nc2ccc(C(=O)Nc3cccc(OCC(=O)N(C)C)c3)cn2c1N(C=O)Cc1ccc(OC)cc1 | -3.7 | 9.5
CCOC(=O)NC(=O)/C(N=Nc1cc(C)cc(C)c1)=C(\C)O | -0.9 | 7.2
S=C(Nc1ccccc1Cl)Nc1ccc(Cl)cc1Cl | 10.3 | 0.1
CC1=C(C(=O)NC(C)c2ccc3c(c2)OCCO3)C2(CCC(C)CC2)OC1=O (stereo not given) | 8.5 | -9.4
Cc1noc(C)c1COc1cccc(C(=O)Nc2ccccc2N2CCOCC2)c1 | -7.6 | 7.3
O=C1C2C3CCCC3=C3CCCC3C2C(=O)N1c1ccccc1 (stereo not given) | -3.4 | -9.2
Cc1ccnc(N2CCN(c3cc(C)c(C#N)c4nc5ccccc5n34)CC2)c1 | 11.1 | -1.9
COc1cccc(NC(=O)CN(c2cccc(C(F)(F)F)c2)S(C)(=O)=O)c1 | 7.7 | 0.5
N#Cc1cc(-c2ccccc2)oc1NC(=O)c1ccco1 | 16.7 | -8.4
CCCCCCCCCCCC(=O)NC1CCS(=O)(=O)C1 (stereo not given) | 4.9 | -2.3
O=c1cc(-c2cccc(F)c2)[nH]c2ccccc12 | 19.5 | -34.9
CCN(CC(=O)NCc1cccs1)C(=O)Cc1ccc(Cl)c(Cl)c1 | -6.1 | 0.3
O=C(CN1CCOCC1)Nc1ccc2c(c1)OC(F)(F)O2 | 4.1 | 1.2
O=C(c1ccco1)N1CCN(C(c2ccccc2Cl)c2nnnn2Cc2ccco2)CC1 (stereo not given) | -4.2 | -6.0
COc1ccc(C(C)=O)cc1COC(=O)C(CO)NS(=O)(=O)c1ccc(Br)cc1 (stereo not given) | -10.0 | 6.8
O=C(C(=O)N1CCN(c2ccc([N+](=O)[O-])cc2)CC1)c1cn(CC(=O)N2CCOCC2)c2ccccc12 | 6.8 | -3.3
COc1cc2c(C(=O)N3CCN(C)CC3)c(CSc3ccccc3)n(C)c2cc1Br | -9.2 | 20.3
Nc1ccccc1SCc1ccccc1 | -1.5 | -0.9
CCOc1ccc(C(=O)COC(=O)c2nc3nccc(C)n3n2)cc1 | 11.1 | -4.8
O=C(CN1C(=O)NC(c2ccccc2)(c2ccccc2)C1=O)N1CCN(c2ccc(F)cc2)CC1 | 26.0 | -6.8
NSc1nc(N)c2nc(-c3ccccc3)c(-c3ccccc3)nc2n1 | 8.0 | 16.5
COc1ccc(CNC(=O)C2(C)Cc3c(-c4ccc(C(N)=O)cc4)ccnc3O2)cc1OC (stereo not given) | 0.0 | -15.9
Cc1c(N(C)S(=O)(=O)c2cccc(C(=O)NCC3CCCO3)c2)c(=O)n(-c2ccccc2)n1C (stereo not given) | -17.0 | 1.4
O=C1Cc2cc(S(=O)(=O)N3CCNCC3)ccc2N1 | 13.4 | -7.1
S=C1NCN(Cc2ccccc2)CN1 | -7.2 | 15.0
Cc1cc(C)cc(NC(=O)CSc2nnc(Cc3cccn3C)n2-c2ccc(F)cc2)c1 | -8.7 | -3.4
Cc1ccn2cc(CNC(=O)c3cccs3)nc2c1 | -21.5 | -4.7
CC(C)[C@H](NS(=O)(=O)c1ccccc1)C(=O)OCn1nnc2ccccc2c1=O | -38.8 | -6.4
Cc1nc(N2CCN(C(=O)c3ccco3)CC2)c2oc3ccccc3c2n1 | 27.4 | -21.9
CCOc1ccc(-c2noc(-c3cccnc3)n2)cc1OCC | -3.7 | 12.0
O=C1CN(C(=O)COC(=O)c2cnc(Cl)c(Cl)c2)c2ccccc2N1 | 1.2 | -0.4

# Four of the compounds above, with values under each structure.
# Every second line gives: H9c2 TAG inh | H9c2 TAG inh DAPI viability
- S=C1NCN(Cc2ccccc2)CN1
    -7.2 | 15.0
- COc1ccc(CNC(=O)C2(C)Cc3c(-c4ccc(C(N)=O)cc4)ccnc3O2)cc1OC (stereo not given)
    0.0 | -15.9
- Cc1ccn2cc(CNC(=O)c3cccs3)nc2c1
    -21.5 | -4.7
- Cc1nc(N2CCN(C(=O)c3ccco3)CC2)c2oc3ccccc3c2n1
    27.4 | -21.9

# Continued:
compound | H9c2 TAG inh | H9c2 TAG inh DAPI viability
CCN(c1ccccc1)S(=O)(=O)c1ccc2c(c1)OCCO2 | -10.1 | -1.1
CCOc1ccc(C(=O)NCC(=O)Nc2ccc3c(c2)OCO3)cc1OCC | 20.5 | 0.4
CC1CCC(NS(=O)(=O)c2ccc(Cl)nc2)CC1 (stereo not given) | -13.5 | 3.4
O=C(CSc1nnc2ccc(-c3cccnc3)nn12)Nc1ccccc1 | -3.8 | -5.0
Cc1nn(C)c(C)c1CN(C)C(=O)CCCC(=O)O | -12.6 | 4.3
Cc1ccc(Cn2cc(-c3ccccc3)nn2)cc1 | 3.2 | 2.2
O=C(NCCCCc1ccccc1)c1ccccc1Br | -6.0 | 2.8
Cc1ccc(CO/N=C/C2=C(Cl)c3ccccc3CC2)cc1 | -21.2 | 6.4
O=C1CCC([N+](=O)[O-])C(C2CC=CCC2)N1 (stereo not given) | -10.5 | -0.8
CCC(=O)NC1(C(F)(F)F)C(=O)NC(C)=C1C#N (stereo not given) | 14.2 | -11.2
CC1CCC(n2c(=S)[nH]c3ccccc3c2=O)CC1 (stereo not given) | 19.3 | -6.7
NC(=O)C[n+]1ccc(/C=N/O)cc1 | 8.2 | -5.2
CC(C)C[C@@H]1CN=C(N)N1C[C@@H]1CCCN1C[C@H](C)N1C[C@@H](Cc2ccccc2)N(CCc2ccc(Cl)c(Cl)c2)C1=N | -18.2 | 21.6
